# Assay outcomes: PubChem, National Center for Advancing Translational Sciences (NCATS)
# TR SRC2 fluor cs = Total Fluorescence Counterscreen for Inhibitors of the Interaction of Thyroid Hormone Receptor and Steroid Receptor Coregulator 2 | TRb/SRC2 Texas Red total fluorescence interference | Potency, µM (titrated, usually from 106 µM), inactives show at the highest dose fluorescence change, negative = quenching | actives 0.29% (n = 280,000) | AID 1479, 2009; active = well fitted curve in either direction with a large enough effect; inconclusive = small, poorly fitted or top-dose-only effect
#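 Human TRβ ligand-binding domain (0.6 uM) and Texas Red SRC2 peptide (20 nM) in Tris buffer with 1 uM T3 and 5% DMSO were incubated with pinned compound for 5 hr at ambient temperature. Total fluorescence was computed as S + 2P (555/632 nm).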
# ALDH1A1 block = qHTS Assay for Inhibitors of Aldehyde Dehydrogenase 1 (ALDH1A1); actives 7.3% (n = 220,000); Aldehyde dehydrogenase 1A1 (Homo sapiens), P00352; Potency, µM (series often up to 75.3 µM), for the others: top-dose activity, negative = inhibition, usual class: inhibitors; Purified ALDH1A1, NADH fluorescence, propionaldehyde substrate; active = well fitted inhibition curve with a large enough effect, not every such curve was filed as active; inconclusive = small, poorly fitted or top-dose-only effect, or another doubt; inactive = no such curve, though single readings can be large or run the other way;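 also: plate controls were no enzyme wells and a reference inhibitor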
# L3MBTL1 inh = qHTS Assay for the Inhibitors of L3MBTL1. Potency, µM (top dose mostly 57.1 µM), for inactives: top-dose activity, negative = inhibition, actives largely listed as inhibitors. actives 0.66% (n = 230,000). AID 485360, 2010. AlphaScreen L3MBTL1–H3K9me1 peptide binding; also: nearly all actives have a fitted effect of over 60% in size
#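 First, the protein-peptide complex forms for 30 min at room temperature (L3MBTL1 50 nM, biotinylated H3K9me1 peptide 75 nM). Next, compounds are pin-transferred and incubated 30 min. Finally, AlphaScreen beads are added and read after 30 min.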
# Tau fibril ThT = qHTS for Inhibitors of Tau Fibril Formation, Thioflavin T Binding. Potency, µM (titrated, usually from 57.4 µM), without a hit: at the top dose activity, negative = inhibition, hits mostly inhibitors. recombinant tau K18 P301L, heparin-induced fibrillization, ThT fluorescence. actives 2.1% (n = 270,000). AID 1460, 2008. Microtubule-associated protein tau (Homo sapiens), P10636; also: nearly all actives have a fitted effect of over 55% in size
# Target sequence (P10636 561-689 P618L limits assumed): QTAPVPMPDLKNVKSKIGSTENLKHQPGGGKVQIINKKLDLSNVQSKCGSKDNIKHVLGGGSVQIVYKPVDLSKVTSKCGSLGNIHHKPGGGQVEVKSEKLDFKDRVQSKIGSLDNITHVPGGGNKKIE
#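 In this qHTS, human K18 P301L tau is incubated with compound and heparin for 6 hr at 37 C, and Thioflavin T fluorescence then reports fibril load.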
# Tau fluor cs = Counterscreen qHTS for Inhibitors of Tau Fibril Formation, Fluorescence Polarization | tau K18 P301L (four-repeat tau fragment) Alexa594 fluorescence, heparin fibrillization | Potency, µM (highest dose often 57.7 µM), for inactives: at the top dose activity change, negative = decrease | actives 0.93% (n = 280,000) | AID 1463, 2008; also: nearly all actives have a fitted effect of over 55% in size
#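 Human K18 P301L tau (15 uM unlabeled plus 0.24 uM Alexa 594-labeled, final) in 100 mM sodium acetate pH 7 was mixed with compound and 20 uM heparin and incubated 6 hr at 37 C.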
# Tau FP inhib = qHTS for Inhibitors of Tau Fibril Formation, Fluorescence Polarization; K18 P301L tau heparin fibrillization, Alexa594 FP, 6 h; Potency, µM (series often up to 57.7 µM), without a hit: at the top dose activity, negative = inhibition, hits mostly inhibitors; actives 0.39% (n = 280,000); AID 1468, 2008; also: nearly all actives have a fitted effect of over 55% in size
#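 Quantitative HTS format: compounds meet 15 uM recombinant K18 P301L tau and Alexa 594-tau tracer in 100 mM sodium acetate pH 7; 20 uM heparin triggers fibrillization at 37 C over 6 hr; FP gives the signal.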
# GLA spleen mod = qHTS Assay for Inhibitors and Activators of Human alpha-Galactosidase From Spleen Homogenate; actives 0.008% (n = 240,000); Potency, µM (top dose mostly 80 µM), without a hit: top-dose activity change, negative = inhibition, most hits filed as inhibitors; Alpha-galactosidase A (Homo sapiens), P06280; human spleen homogenate, 4MU-alpha-Gal fluorescence, 40 min;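 also: 0% = enzyme with vehicle and -100% = no enzyme basal signal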
# Target sequence (P06280 32-429 limits assumed): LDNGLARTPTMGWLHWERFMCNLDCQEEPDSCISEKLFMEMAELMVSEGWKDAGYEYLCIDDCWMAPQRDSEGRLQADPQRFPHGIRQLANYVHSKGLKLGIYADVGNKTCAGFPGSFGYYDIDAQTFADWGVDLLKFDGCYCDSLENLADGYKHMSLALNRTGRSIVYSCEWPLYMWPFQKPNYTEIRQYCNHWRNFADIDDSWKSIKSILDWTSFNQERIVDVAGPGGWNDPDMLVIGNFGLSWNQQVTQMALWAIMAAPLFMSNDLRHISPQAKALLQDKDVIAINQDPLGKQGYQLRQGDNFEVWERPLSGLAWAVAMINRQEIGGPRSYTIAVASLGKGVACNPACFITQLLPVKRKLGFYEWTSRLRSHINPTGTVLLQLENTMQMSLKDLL
#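 Human spleen homogenate (1 ug) was the enzyme source, with 4-methylumbelliferyl-alpha-D-galactopyranoside (1 mM final) in pH 5.0 citrate buffer with 0.01% Tween-20. Compounds were titrated; after 40 min at 37C, NaOH/glycine stop, 4-MU fluorescence read; AC50 from Hill fits.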
# TRb-SRC2 inh = qHTS for Inhibitors of the Interaction of Thyroid Hormone Receptor and Steroid Receptor Coregulator 2; Thyroid hormone receptor beta (Homo sapiens), P10828; AID 1469, 2008; TRbeta-SRC2 peptide binding, fluorescence polarization; receptor liganded with 1 µM T3; actives 0.065% (n = 280,000); Potency, µM (top dose mostly 106 µM), without a hit: at the top dose activity change, negative = inhibition, most hits filed as inhibitors;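 also: plate controls were bound peptide for no effect and peptide without receptor for full effect; nearly all actives have a fitted effect of over 50% in size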
# Target sequence (P10828 whole entry, looked up): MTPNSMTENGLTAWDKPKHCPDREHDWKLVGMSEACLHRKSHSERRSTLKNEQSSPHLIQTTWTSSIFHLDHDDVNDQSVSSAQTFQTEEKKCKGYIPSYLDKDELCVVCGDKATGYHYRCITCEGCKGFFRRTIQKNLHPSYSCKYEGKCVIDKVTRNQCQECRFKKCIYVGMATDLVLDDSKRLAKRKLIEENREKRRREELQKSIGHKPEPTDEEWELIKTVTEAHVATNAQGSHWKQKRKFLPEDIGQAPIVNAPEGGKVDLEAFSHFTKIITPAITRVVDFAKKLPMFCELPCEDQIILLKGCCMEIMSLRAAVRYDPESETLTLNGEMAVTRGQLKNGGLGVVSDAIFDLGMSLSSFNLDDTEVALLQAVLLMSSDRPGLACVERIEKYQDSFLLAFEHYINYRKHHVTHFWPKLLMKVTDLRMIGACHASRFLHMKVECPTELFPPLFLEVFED
#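 Human TRb LBD (0.6 uM) plus Texas Red-labeled SRC2 peptide (20 nM), 1uM T3, 5% DMSO, 5 hr at ambient temperature. Decreased polarization (555/632 nm) flags inhibition; data normalized to free and bound peptide controls.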
# The depositor's hits bear a star; ? = inconclusive; nt = no result given; & = joins results of further samples; ! = a repeat was not active; [ ] = dose if it differs, or a comment. Unless noted, calls follow the shape of the dose curve; as a rule, active = well fitted curve in the direction sought with a large enough effect; inconclusive = small, poorly fitted or top-dose-only effect, or another doubt; inactive = no such curve, though single readings can be large; an effect the other way counts as inactive or inconclusive. Unless noted, % is scaled to controls: 0 for no effect and ±100 for the full control effect; potency is read from the fitted curve at half-maximal effect. A portion of the library; the hit share may differ from the screen's.
SMILES,TR SRC2 fluor cs,ALDH1A1 block,L3MBTL1 inh,Tau fibril ThT,Tau fluor cs,Tau FP inhib,GLA spleen mod,TRb-SRC2 inh
Cc1ccccc1N1CCN(S(=O)(=O)c2nnc(NC(=O)c3ccc(Cl)cc3)s2)CC1,-29.0%,nt,nt,?,-25.7%,-5.2%,nt,-1.1%
Cc1cccc(C(=O)O)c1O,-2.7%,?,nt,-0.2%,-0.1%,-8.7%,7.1%,-0.5%
CCC(=NCc1ccc2c(c1)OCO2)c1c(O)n(C2CCCCC2)c(=O)[nH]c1=O,3.0%,12.6µM*,-12.8%,-14.3%,-6.1%,1.6%,1.7%,-5.6%
O=C(CNS(=O)(=O)c1cccs1)N1CCC2(CC1)OCCO2,-1.6%,-3.2%,8.0%,-1.0%,5.1%,3.6%,2.1%,-5.7%
CN(C)c1ccc(N=Nc2ccccc2)cc1,-1.4%,?,nt,nt,nt,nt,-0.2%,-4.7%
O=C1C2(Cl)C3(Cl)C4(Cl)C(Cl)(Cl)C5(Cl)C3(Cl)C1(Cl)C5(Cl)C24Cl (stereo unspecified),-1.1%[201 µM],0.7%,-4.8%,nt,nt,nt,6.2%&3.5%,-0.9%[201 µM]
CC(=O)OC1(c2ccccc2)CCN(C)C2CCCCC21 (stereo unspecified),-7.6%,11.0%,nt,-0.7%,-2.7%,1.5%,3.2%,-2.7%
C[C@]12CC[C@H](O)C[C@@H]1CC[C@H]1[C@H]2CC[C@]2(C)C(=O)CC[C@@H]12,-3.4%&-3.4%&-2.5%[53 µM],7.7%&6.0%&-8.8%[20.9 µM],nt,nt,nt,nt,17.9%&-4.6%&-17.2%[29.1 µM],-7.6%&-2.9%&0.5%[53 µM]
Cc1cccc(N2CCN(C(=O)C34CC5CC(CC(C5)C3)C4)CC2)c1C,1.0%,-10.6%,nt,?,-11.3%,10.8%,-0.6%,9.1%
CCCCC/C=C\C/C=C\C/C=C\CCCCC(=O)NCCO,-0.5%,-1.2%,nt,5.2%,-1.3%,-6.0%,0.8%,-4.4%
CCCCNC(=O)Oc1c(Br)cc2sc(=O)oc2c1Br,-7.0%,nt,nt,nt,?,?,4.2%,-8.9%
CN(C)S(=O)(=O)c1ccc(C(=O)NCCSc2c(-c3ccccc3)[nH]c3ccccc23)cc1,-2.2%,nt,nt,-4.6%,3.98µM*[quencher],-10.2%,nt,-3.0%
COc1cccc(C(=O)N2CCN(Cc3ccccn3)CC2)c1OC,-2.9%,7.08µM*,-6.5%,-2.7%,-4.6%,0.2%,-4.7%,2.4%
Cc1ccsc1C(=O)C1CCCN(Cc2cnn(C)c2)C1 (stereo unspecified),-2.3%,8.2%,2.4%,-7.9%,-4.0%,-11.8%,6.5%,-0.2%
CCn1cc(C(=O)O)c(=O)c2cc3c(cc21)OCO3,0.7%,-1.1%,-3.6%,-6.1%&1.5%&-4.7%,-6.9%&-2.2%&-5.0%,-4.0%&1.1%&4.3%,-5.4%,-0.7%
COCCCN1CCN(c2nnc3n2-c2sc(Br)cc2C(c2ccccc2Cl)=NC3)CC1,-2.4%,-1.5%,-5.0%,-3.1%,1.2%,2.1%,-3.1%,-20.4%
COC(=O)C(O)(c1ccc(NC(=O)Oc2ccccc2)cc1)C(F)(F)F (stereo unspecified),1.3%,?,-6.8%,-11.6%,3.6%,-3.2%,-2.7%,1.0%
CCN1C(=O)c2ccccc2Sc2ccc(C(=O)N3CCC4(CC3)OCCO4)cc21,-3.2%,-3.9%,-3.0%,-5.7%,-2.2%,4.4%,-4.2%,-5.9%
O=C1OC(c2cc(I)c(O)c(I)c2)(c2cc(I)c(O)c(I)c2)c2ccccc21,?,-4.2%,nt,12.6µM*,7.08µM*[quencher],?,-1.0%,13.1%
Fc1ccccc1CCNCc1ccccc1,-0.6%,7.2%,7.9%,2.2%,3.5%,3.9%,8.0%,0.9%

# The final three entries of the part before open the next one:
SMILES,TR SRC2 fluor cs,ALDH1A1 block,L3MBTL1 inh,Tau fibril ThT,Tau fluor cs,Tau FP inhib,GLA spleen mod,TRb-SRC2 inh
CCN1C(=O)c2ccccc2Sc2ccc(C(=O)N3CCC4(CC3)OCCO4)cc21,-3.2%,-3.9%,-3.0%,-5.7%,-2.2%,4.4%,-4.2%,-5.9%
O=C1OC(c2cc(I)c(O)c(I)c2)(c2cc(I)c(O)c(I)c2)c2ccccc21,?,-4.2%,nt,12.6µM*,7.08µM*[quencher],?,-1.0%,13.1%
Fc1ccccc1CCNCc1ccccc1,-0.6%,7.2%,7.9%,2.2%,3.5%,3.9%,8.0%,0.9%
CN1CC(C(=O)c2ccc(F)cc2)C(c2c(F)cccc2Cl)C1 (stereo unspecified),-4.5%,7.6%,-23.0%,-0.3%,4.4%,2.3%,1.1%,-1.7%
Cc1cc2c(C(C)C)c(O)c(O)c(C=O)c2c(O)c1-c1c(C)cc2c(C(C)C)c(O)c(O)c(C=O)c2c1O,25.1µM*![quencher],-7.8%,?,28.2µM*,15.8µM*[quencher],35.5µM*,4.3%,?
O=C(O)C(Br)CBr (stereo unspecified),-1.3%,?,3.7%,nt,nt,nt,-7.5%,-4.3%
CN(C)c1ccc(NC(=O)c2sc3nc4c(cc3c2N)N2CCC4CC2)cc1,14.1µM*[quencher],nt,nt,?,?,-7.1%,nt,-7.7%
CN(C)c1ccc(CNC(=O)Cn2c(=O)oc3cc(S(=O)(=O)N4CCCCCC4)ccc32)cc1,-24.6%,nt,nt,-3.0%,?,10.5%,nt,0.4%
O=C(NC(c1ccc(Cl)cc1)P(=O)(Oc1ccccc1)Oc1ccccc1)OCc1ccccc1 (stereo unspecified),-2.8%,3.5%,-21.8%,-4.6%,1.4%,-1.4%,-14.9%,-2.3%
N#CC(O[C@@H]1OC(COC2OC(CO)C(O)C(O)[C@@H]2O)C(O)C(O)C1O)c1ccccc1 (stereo partly specified),-0.2%,8.8%,nt,-11.5%,-20.3%,0.8%,-26.6%,-6.0%
CC(=O)NN1C(=O)c2ccccc2NC1c1cccnc1 (stereo unspecified),-1.2%,?,nt,6.4%,-1.8%,-7.2%,15.4%,-8.0%
Cc1nn(Cc2ccccc2Cl)c(Cl)c1C(=O)OCC(=O)NCc1ccco1,0.2%,5.2%,0.6%,0.2%,6.8%,-1.3%,-2.2%,-10.7%
C[C@@H]1CC[C@H]2[C@@H](C)C(=O)O[C@@H]3OC4(C)CC[C@@H]1[C@]32OO4,-16.1%,25.1µM*,nt,-5.7%,-2.9%,3.5%,-4.1%,-0.4%
CCCC12CN3CC(C)(CN(C1)C3c1c(C)[nH]c(=O)[nH]c1=O)C2=O (stereo unspecified),-0.8%,nt,nt,-3.1%,-5.0%,-4.4%,nt,1.5%
CNC(=O)O/N=C/C(C)(C)SC,2.8%[201 µM],-2.4%&4.4%,nt,5.8%,-2.3%,-5.9%,1.9%&3.3%,-1.9%[201 µM]
Cc1ccccc1-c1nc(CN2C(=O)CN=C(c3ccccc3)c3ccccc32)c(C)o1,-1.7%,nt,nt,-17.0%,-4.5%,2.1%,nt,-11.4%
CCOP(=O)(OCC)C(NC(=O)c1ccccc1Cl)=C(Cl)Cl,-5.4%,3.5%,nt,-8.7%,-7.7%,2.8%,1.0%,-7.5%
O=C1/C(=C/c2ccc([N+](=O)[O-])cc2)N2CCC1CC2,-4.6%,?,-8.6%,?,-21.1%,7.5%,-14.5%,3.8%
CN1CC[C@@]2(C)c3cc(OC(=O)Nc4ccccc4)ccc3N(C)[C@@H]12,-2.5%,11.2µM*,nt,31.6µM*,?,?,4.1%,-5.3%
COc1ccc(OC)c(NC2=NCCCS2)c1,-1.7%,9.4%,1.1%,6.3%,7.4%,4.7%,2.4%,1.8%
CCc1ccc(NC(=O)c2ccc3oc(=O)n(Cc4ccccc4)c3c2)cc1,-0.9%,nt,nt,?,?,?,nt,1.3%
CN1CCN(c2cc([N+](=O)[O-])ccc2Cl)CC1,-4.1%,6.3%,nt,-1.0%,-4.7%,1.4%,-4.4%,3.4%
C/C(=C\C=C/[C@@H](C)C(=O)O)[C@H]1CN[C@H](C(=O)O)[C@@H]1CC(=O)O,1.2%,-4.2%,nt,?,-10.5%,-14.0%,4.3%,6.8%
Cc1nc(Cl)sc1C(=O)Nc1ccc2ccccc2c1,-4.8%,8.6%,13.8%,?,-28.1%,?,-25.2%,-2.7%
Cc1cccc(NC(=O)Cn2cc(C(=O)c3ccccc3)c3ccccc32)c1C,-20.7%,nt,nt,1.7%,-15.3%,-8.4%,nt,2.1%
CN(C)Cc1ccccc1OC(=O)N(C)C,-3.0%,11.4%,nt,-4.2%,0.1%,7.6%,5.6%,-7.1%
Cc1ccc(C2NC(=S)NC(c3ccc(C)cc3)C23C(=O)NC(=O)NC3=O)cc1 (stereo unspecified),-2.2%,8.9%,12.1%,-18.0%,-10.6%,-3.9%,6.0%,-2.3%
O=[N+]([O-])c1ccc(N2CCCC2)c2ncccc12,-2.7%,-10.9%,nt,?,-15.7%,-6.0%,1.4%,4.3%
N/C(=N/[N+](=O)[O-])N1CCN(C(=O)c2ccc(Cl)cc2)CC1,1.8%,-3.0%,22.2%,-6.3%,-7.2%,5.5%,-2.2%,3.6%
O=C(c1n[nH]c(=O)c2ccccc12)N1CCC2(CC1)OCCO2,-2.0%,5.3%,nt,2.1%,2.5%,5.2%,-3.0%,4.8%
Cc1cccc(C(=O)NC(Oc2ccccc2)C(Cl)(Cl)Cl)c1 (stereo unspecified),-1.3%,-3.8%,6.6%,-7.8%,3.3%,-3.2%,-12.5%,4.3%
Oc1cccc2nc3ccccc3nc12,-5.8%,?,-9.1%,15.8µM*,-21.2%,-10.8%,2.4%,-11.5%
